HCMV inh: inhibitors of human cytomegalovirus | HFF cells, HCMV-luciferase reporter, 72 h; active compounds read low | activity change, negative = inhibition, % at 57.5 µM | hit rate 4.5% among 410,000 | AID 1259415; in the data active = activity change below about -60%; inconclusive = no clear call, values can overlap the other calls; inactive = above about -39%
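After 16 h attachment at 37C, HFF cells received test compound and HCMV-luciferase (1 PFU/cell); reporter luminescence read 72 h later, data normalized against buffer-only and known inhibitor Salinomycin.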
AmpC inh detg: blocks E. coli AmpC beta-lactamase in detergent assay | P00811 | AmpC hydrolysis of nitrocefin, absorbance 480 nm, 0.01% Triton | Potency, µM (top dose mostly 114 µM), without a hit: top-dose activity change, negative = inhibition, actives largely listed as inhibitors | hit rate 0.041% among 370,000;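 also: potency is read from the fitted curve at half-maximal effect; 0% = no-compound wells and -100% = no-enzyme wells; nearly all actives have a fitted effect of over 25% in size; some results filed as inactive show a strong effect at the top dose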
Target sequence (P00811 whole entry, looked up): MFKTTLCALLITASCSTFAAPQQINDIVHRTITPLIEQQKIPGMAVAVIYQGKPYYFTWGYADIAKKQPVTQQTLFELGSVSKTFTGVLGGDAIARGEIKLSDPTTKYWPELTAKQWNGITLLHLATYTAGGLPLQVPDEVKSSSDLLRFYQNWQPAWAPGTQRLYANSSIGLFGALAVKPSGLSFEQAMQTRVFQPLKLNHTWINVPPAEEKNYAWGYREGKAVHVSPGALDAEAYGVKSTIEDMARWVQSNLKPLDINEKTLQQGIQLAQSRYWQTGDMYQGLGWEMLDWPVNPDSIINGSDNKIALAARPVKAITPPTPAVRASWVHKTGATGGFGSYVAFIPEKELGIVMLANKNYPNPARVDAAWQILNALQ
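20 mM phosphate pH 7.0 + 0.01% (detergent screen) or 0.0001% Triton X-100; 5.3 nM AmpC reagent; cpd preinc 15 min RT; nitrocefin (800 uM stock) to start; A480 q20 s × 4 min; Activity was normalised to no-enzyme and no-compound control wells.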
AmpC no deterg: blocks E. coli AmpC beta-lactamase in detergent-free assay; P00811; AmpC nitrocefin hydrolysis, absorbance 480 nm, 0.0001% Triton; Potency, µM (doses to about 57.1 µM), for the others: at the highest dose activity change, negative = inhibition, actives largely listed as inhibitors; hit rate 0.52% among 330,000; AID 485341;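 also: potency is read from the fitted curve at half-maximal effect; plate controls were no compound for no effect and no enzyme for full effect; nearly all actives have a fitted effect of over 20% in size; some results filed as inactive show a strong effect at the top dose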
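AmpC (5.3 nM in the dispensed reagent) in 20 mM phosphate pH 7.0 with 0.01% (detergent screen) or 0.0001% Triton X-100 was preincubated with compounds for 15 min at room temperature. Nitrocefin was then added from an 800 uM solution, and hydrolysis was followed at 480 nm.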
AMA1-RON2 inh: AMA1-RON2 (P. falciparum) interaction inhibition; hit rate 0.2% among 360,000; Potency, µM (titrated, usually from 58.2 µM), for inactives: at the top dose activity change, negative = inhibition, usual class: inhibitors; AlphaScreen AMA1-biotinylated RON2 peptide binding;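 also: potency is read from the fitted curve at half-maximal effect; 0% = vehicle wells and -100% = peptide control; nearly all actives have a fitted effect of over 45% in size; some results filed as inactive show a strong effect at the top dose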
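AMA1 (3D7) with his tag at 25 nM final met compounds first, then biotinylated RON2 peptide at 25 nM; detection used donor plus acceptor beads, 10 µg/mL apiece, read by AlphaScreen after 30 min at room temperature.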
Tb PYK inh: blocks Trypanosoma brucei pyruvate kinase; Q57TT1; TbPYK enzyme, Kinase-Glo Plus ATP luminescence, 45 min; Potency, µM (series often up to 76.8 µM), for the others: top-dose activity, negative = inhibition, actives largely listed as inhibitors; hit rate 0.12% among 410,000; AID 624173; also: potency is read from the fitted curve at half-maximal effect; nearly all actives have a fitted effect of over 50% in size
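Screened from lowest to highest concentration, compounds were pinned into TbPYK/substrate mixtures, and ADP (130 uM final) was added. Plates sat at room temperature for 45 min prior to Kinase-Glo Plus detection by luminescence.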
HCV inhibitor: inhibitors of hepatitis C virus infection | Huh7.5.1 HCVcc-Cre infection, luciferase reporter, 44 h | Potency, µM (doses to about 41.8 µM), inactives show top-dose activity change, negative = inhibition, usual class: inhibitors | hit rate 3.4% among 340,000; also: potency is read from the fitted curve at half-maximal effect
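Compounds are dispensed onto cells plated 4 h earlier at 1,000 per well, with HCVcc-Cre virus (about 0.5 moi) added next. Following 44 h of culture, luminescent signal is measured for 15 sec after 15 min with substrate at room temperature.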
LmPK inhibitor: LmPK (Leishmania mexicana) enzyme inhibition. purified LmPK, Kinase-Glo ATP luminescence, 1 h. hit rate 0.37% among 290,000. Q27686. Potency, µM (titrated, usually from 57.5 µM), for inactives: at the top dose activity change, negative = inhibition, usual class: inhibitors; also: potency is read from the fitted curve at half-maximal effect
Target sequence (Q27686 whole entry, looked up): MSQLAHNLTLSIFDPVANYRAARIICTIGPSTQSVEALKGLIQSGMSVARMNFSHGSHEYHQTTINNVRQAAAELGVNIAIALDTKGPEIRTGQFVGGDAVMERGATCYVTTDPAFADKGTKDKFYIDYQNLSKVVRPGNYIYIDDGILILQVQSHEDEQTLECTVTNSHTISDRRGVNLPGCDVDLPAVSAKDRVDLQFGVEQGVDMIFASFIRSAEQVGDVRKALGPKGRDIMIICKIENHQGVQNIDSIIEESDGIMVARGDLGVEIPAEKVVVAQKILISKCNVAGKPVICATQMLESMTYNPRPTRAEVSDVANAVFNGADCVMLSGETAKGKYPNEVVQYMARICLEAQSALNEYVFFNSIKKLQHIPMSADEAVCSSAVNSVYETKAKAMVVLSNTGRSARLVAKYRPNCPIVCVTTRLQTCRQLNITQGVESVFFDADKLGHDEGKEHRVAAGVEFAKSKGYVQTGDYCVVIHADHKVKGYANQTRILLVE
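In 50 mM imidazole pH 7.2 with 7 mM MgCl2, LmPK (0.1 nM) turned over PEP (0.5 mM) and ADP (0.1 mM) for 1 h at room temperature. Luciferase read-out of ATP.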
The depositor's hits bear a star; ? = inconclusive; / = not tested or not shown; + = active, no number; [ ] = another dose, or the depositor's remark. Unless noted, calls follow the shape of the dose curve; as a rule, active = well fitted curve in the direction sought with a large enough effect; inconclusive = small, poorly fitted or top-dose-only effect, or another doubt; inactive = no such curve, though single readings can be large; an effect the other way counts as inactive or inconclusive. Unless noted, % is scaled to controls: 0 for no effect and ±100 for the full control effect.

SMILES	HCMV inh	AmpC inh detg	AmpC no deterg	AMA1-RON2 inh	Tb PYK inh	HCV inhibitor	LmPK inhibitor
N#C/C(=C\c1ccc(O)c([N+](=O)[O-])c1)c1nc2ccccc2s1	?	-9%	-36%	-25%	-5%	-5%	-11%
O=[N+]([O-])c1ccccc1/C=C/CN1CCCCC1CO (stereo not drawn)	41	?	-10%	-2%	3%	2%	-9%
C=CCn1c(O)c(Cc2ccc(OCC)cc2)c(=O)[nH]c1=O	2	-1%	-17%	4%	-3%	-1%	4%
COc1ccc(C(=O)Nc2c(-c3ccccc3)nc3ccccn23)c(OC)c1	14	-6%	5%	3%	-9%	-1%	-1%
C=CC[C@H](CC(=O)NCCO)C(=O)N[C@H](C)COC(=O)[C@@H](CC=C)Cc1ccc(F)cc1	-12	/	180%[activator]	5%	-3%	-5%	/
Cc1ccc(S(=O)(=O)c2cc(Nc3ccccc3)ccc2O)cc1	2	-5%	-24%	?	-17%	-1%	/
CC(C)CN(C(=O)CN(C)C(=O)c1ccco1)c1c(N)n(CC(C)C)c(=O)[nH]c1=O	-10	-13%	-3%	-2%	-4%	37%[activator]	/
O=C(Cc1c(F)cccc1Cl)NNC(=O)c1ccccc1Cl	0	-2%	-11%	94%[activator]	-3%	0%	/
CCn1cc(C(=O)N[C@@H](CCSC)C(=O)NCCOC)c(=O)c2cc3c(cc21)OCO3	39	-7%	15%	-5%	-4%	10%	-7%
COC(=O)c1ccccc1NC(=O)C1(S(=O)(=O)c2ccc(Cl)cc2)CC1	11	-3%	4%	0%	0%	-13%	5%
COc1ccc(CN(C(=O)c2ccccc2F)C2CCS(=O)(=O)C2)cc1 (stereo not drawn)	30	-1%	/	/	1%	/	/
COc1cc(C(=O)Nc2ccc3nc4n(c(=O)c3c2)CCCC4)ccc1Br	-21	-2%	58%	7%	-8%	-19%	-1%
CCCN(CCC)CCNS(=O)(=O)c1ccc2c(c1)CCN2C(=O)C1CCC1	10	?	-3%	3%	0%	?	9%
CSc1nc2nc3c(cc2c(=O)n1-c1ccccc1C)COC(C)(C)C3	-24	3%	30%	0%	-9%	-12%	-2%
COc1ccccc1C(=O)NNC(=O)C12CC3CC(CC(C3)C1)C2	54	10%	-19%	4%	2%	19%	3%
CC(C)C(NS(=O)(=O)c1cccs1)C(=O)N1CCC(C(N)=O)CC1 (stereo not drawn)	0	-1%	-20%	0%	2%	13%	/
CC(Sc1ccccc1)C(=O)Nc1ccc(S(=O)(=O)N2CCOCC2)cc1 (stereo not drawn)	-64*	0%	-8%	123%[activator]	1%	1%	3%
CC(C)[C@H](NC(=O)Nc1ccccc1F)C(=O)O	-31	?	-16%	-7%	1%	20%	5%
CC(=O)N1CC(C)Sc2ccc(S(=O)(=O)NCCc3ccccc3)cc21 (stereo not drawn)	+	1%	33%	-7%	5%	?	4%
CC1SC2(CN3CCC2CC3)NC1=O (stereo not drawn)	-26	2%	-26%	2%	3%	19%	3%
COc1ccc(OC)c(-c2csc(N(CC3CCCO3)C(=O)Cc3ccccc3)n2)c1 (stereo not drawn)	?	8%	-26%	-6%	4%	-17%	7%
Cc1ccc(CSC2=NCCN2C(=O)C(C)Oc2ccccc2)cc1 (stereo not drawn)	-12	-3%	26%	-8%	-10%	12%	1%
O=C(Nc1ccc(O)c2c(=O)cc(-c3ccccc3Cl)oc12)c1ccc(Cl)c(Cl)c1	19	0%	-13%	-2%	-4%	-3%	6%
CCOC(=O)/C(C#N)=C/Nc1cc(C(=O)OCC)cc2c(OC)c(OC)ccc12	-9	?	0%	15%	3%	?	6%
C[C@]12c3[nH]c4ccccc4c3CCN1C(=O)C(CC(=O)NCCc1ccccn1)C[C@@H]2C(=O)N1CCCCC1 (stereo partly drawn)	5	/	288%[activator]	30%[activator]	0%	12%	/
COc1ccc(-c2ccc3c(c2)S(=O)(=O)c2cccc(C(=O)O)c2C3=O)cc1OC	10	-4%	-15%	5%	-3%	12%	/
CC(C)CC(=O)NCc1ccc(F)cc1	-19	1%	-5%	-11%	-6%	11%	2%
Cc1cc(-c2[nH]nc3c2C(c2cccc(O)c2)C(C#N)=C(N)O3)c(C)s1 (stereo not drawn)	-6	-11%	-31%	11%	-1%	10%	11%
Cc1sc2ncnc(N(C)C3CCCCC3)c2c1C	-13	-7%	-5%	-23%	11%	-2%	1%
COc1cccc(N2CCN(C(=O)c3ccc4c(Cl)c5c(nc4c3)CCCC5)CC2)c1	-75*	12%	/	/	-8%	/	/
CCN(CC)CCC(c1ccc(N(C)C)cc1)c1c(O)cc(OC)cc1OC (stereo not drawn)	10	1%	-4%	?	-10%	18%	-7%
CC(=O)N1CCc2c(sc3c2c(=O)n(CCc2ccccc2)c(=O)n3Cc2ccc(F)cc2)C1	-61*	16%	/	/	0%	/	/
CN(c1ccc(C(=O)Nc2cccnc2)cc1)S(=O)(=O)c1ccccc1	-71*	1%	-22%	-3%	7%	?	0%
CN(C)c1ccc(NC(=O)CN2CCC(N3CCCCC3)CC2)cc1	-20	-8%	-10%	-2%	0%	0%	-12%
CCOc1cc(CN2CCCC(CNC(=O)c3ccc(F)cc3)C2)ccc1OC (stereo not drawn)	-3	4%	-12%	-7%	3%	3%	7%
CCOc1cc(C(=O)NCC(=O)N2CCC3(CC2)NCCc2[nH]cnc23)cc(OCC)c1OCC	-14	-1%	5%	-5%	2%	11%	3%
CSc1ccccc1C(=O)N1CCOCC1	29	?	-3%	-5%	-11%	3%	4%
COc1ccc(S(=O)(=O)N2CCC(C(=O)N3CCOCC3)CC2)cc1	-6	3%	-16%	2%	-9%	10%	-1%
CC(=O)N1CCN(C(=O)c2cc(C)nc3ccccc23)CC1	0	-13%	-8%	0%	5%	17%	0%
COc1ccc(/C=C/C(=O)O)cc1S(=O)(=O)N1CCCc2ccccc21	17	-7%	-19%	-16%	3%	17%	-2%
CCC(=O)Nc1ccc(N2CCN(C(=O)c3ccccc3C)CC2)cc1	22	-11%	-16%	-13%	-2%	?	0%
COc1ccc(-n2c(=O)c3sc4ccccc4c3n(Cc3ccccc3C)c2=O)cc1OC	9	5%	/	/	-7%	/	/
COc1cc(N2CCCC2)ccc1C=O	8	-2%	-16%	9%	-2%	?	2%
COc1ccc(OCC(=O)NNC(=O)Cc2coc3cc(OC)ccc23)cc1	-28	?	-7%	45%[activator]	3%	26%	-1%
Cc1ccc(OCc2cc(C(=O)NC(C)Cc3cnccn3)no2)cc1C (stereo not drawn)	/	1%	72%[activator]	-1%	1%	?	1%
CC(C)(C)c1ccc(-n2ncc3c2CCCC3NC(=O)CCCn2cncn2)cc1 (stereo not drawn)	?	-6%	311%[activator]	2%	0%	?	0%
COc1ccc(N(C(=O)c2ccccc2OC(C)=O)C(C)C2CC2)cc1 (stereo not drawn)	6	-8%	/	-5%	0%	10%	0%
CCN(CC)S(=O)(=O)c1cccc(NC(=O)c2ccc(SC)cc2OC)c1	?	-3%	36%	-18%	6%	11µM*	3%

12 structures out of the list, arranged by length of the SMILES, ascending:
SMILES	HCMV inh	AmpC inh detg	AmpC no deterg	AMA1-RON2 inh	Tb PYK inh	HCV inhibitor	LmPK inhibitor
COc1cc(N2CCCC2)ccc1C=O	8	-2%	-16%	9%	-2%	?	2%
CSc1ccccc1C(=O)N1CCOCC1	29	?	-3%	-5%	-11%	3%	4%
CC(=O)N1CCN(C(=O)c2cc(C)nc3ccccc23)CC1	0	-13%	-8%	0%	5%	17%	0%
CN(C)c1ccc(NC(=O)CN2CCC(N3CCCCC3)CC2)cc1	-20	-8%	-10%	-2%	0%	0%	-12%
Cc1ccc(OCc2cc(C(=O)NC(C)Cc3cnccn3)no2)cc1C (stereo not drawn)	/	1%	72%[activator]	-1%	1%	?	1%
COc1ccc(N(C(=O)c2ccccc2OC(C)=O)C(C)C2CC2)cc1 (stereo not drawn)	6	-8%	/	-5%	0%	10%	0%
CN(c1ccc(C(=O)Nc2cccnc2)cc1)S(=O)(=O)c1ccccc1	-71*	1%	-22%	-3%	7%	?	0%
CCN(CC)S(=O)(=O)c1cccc(NC(=O)c2ccc(SC)cc2OC)c1	?	-3%	36%	-18%	6%	11µM*	3%
CC(C)(C)c1ccc(-n2ncc3c2CCCC3NC(=O)CCCn2cncn2)cc1 (stereo not drawn)	?	-6%	311%[activator]	2%	0%	?	0%
COc1ccc(-n2c(=O)c3sc4ccccc4c3n(Cc3ccccc3C)c2=O)cc1OC	9	5%	/	/	-7%	/	/
CCOc1cc(C(=O)NCC(=O)N2CCC3(CC2)NCCc2[nH]cnc23)cc(OCC)c1OCC	-14	-1%	5%	-5%	2%	11%	3%
CC(=O)N1CCc2c(sc3c2c(=O)n(CCc2ccccc2)c(=O)n3Cc2ccc(F)cc2)C1	-61*	16%	/	/	0%	/	/

Random draw from the library; overall some 7.5% were active at least once.
